Assay outcomes (PubChem BioAssay)
GDH-TPI counter: GDH-TPI coupled enzyme inhibition counter-screen; GDH-TPI coupled enzyme counterscreen, NADH absorbance; inhibition, % at 4.8 µM; 1.2% of 360,000 active; in the data active = inhibition above about 30%;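 note: 0% = DMSO wells and 100% = wells lacking the enzyme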
BioA inh: BioA (M. tuberculosis) enzyme inhibition; purified M. tuberculosis BioA enzyme, plate reader; inhibition, % at 9.99 µM; 0.096% of 360,000 active; AID 602481; in the data active = inhibition above about 40%; inconclusive = no clear call, values can overlap the other calls
Mtb FBA inh: inhibits M. tuberculosis FBA enzyme; inhibition, % at 1 µM; AID 588726; P9WQA3; 2.3% of 360,000 active; purified M. tuberculosis FBA, fluorescence read-out; in the data active = inhibition above about 27%;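 note: 0% = vehicle and 100% = reference inhibitor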
Target sequence (P9WQA3 whole entry, looked up): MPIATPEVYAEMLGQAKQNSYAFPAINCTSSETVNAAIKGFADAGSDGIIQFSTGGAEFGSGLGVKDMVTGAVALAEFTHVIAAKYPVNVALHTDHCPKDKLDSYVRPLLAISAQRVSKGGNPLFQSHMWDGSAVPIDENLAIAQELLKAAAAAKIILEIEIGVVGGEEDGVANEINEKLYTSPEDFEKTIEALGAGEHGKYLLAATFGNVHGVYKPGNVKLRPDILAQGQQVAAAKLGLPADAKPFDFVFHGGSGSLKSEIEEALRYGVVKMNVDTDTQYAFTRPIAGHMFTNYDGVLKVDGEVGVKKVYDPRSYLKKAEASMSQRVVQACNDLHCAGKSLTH
Rv3671c inh: Rv3671c (M. tuberculosis) protease inhibition | AID 2606 | 0.048% of 320,000 active | inhibition, % at 5.96 µM | P9WHR9; in the data active = inhibition above about 38%;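 note: extracellular domain of Rv3671c used as enzyme; 0% = enzyme with DMSO and 100% = no enzyme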
Mtb UGM inh: inhibitors of M. tuberculosis UDP-galactopyranose mutase | P9WIQ1 | purified UGM, fluorescence polarization probe displacement | inhibition, % at 10 µM | 0.06% of 320,000 active | AID 504406; in the data active = inhibition above about 10%, passing the limit was not always enough; inconclusive = no clear call, values can overlap the other calls
Target sequence (P9WIQ1 whole entry, looked up): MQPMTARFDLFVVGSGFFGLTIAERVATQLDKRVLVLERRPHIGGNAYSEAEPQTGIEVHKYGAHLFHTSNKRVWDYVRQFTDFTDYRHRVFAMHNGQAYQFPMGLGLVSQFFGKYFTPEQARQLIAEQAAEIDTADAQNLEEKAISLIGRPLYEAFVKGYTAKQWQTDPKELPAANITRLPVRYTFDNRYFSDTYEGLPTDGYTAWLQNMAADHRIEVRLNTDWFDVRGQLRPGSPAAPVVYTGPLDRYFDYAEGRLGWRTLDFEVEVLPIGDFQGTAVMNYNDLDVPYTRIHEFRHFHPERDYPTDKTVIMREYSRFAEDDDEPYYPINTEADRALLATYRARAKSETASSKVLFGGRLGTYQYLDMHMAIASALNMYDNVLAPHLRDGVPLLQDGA
MazF activator: activators of E. coli MazEF toxin-antitoxin RNase | P0AE70 | FAM/BHQ RNA-DNA oligo cleavage fluorescence, 5 h | activation, % at 20 µM | 0.32% of 350,000 active | AID 504720; in the data active = activation above about 50%
Target sequence (P0AE70 whole entry, looked up): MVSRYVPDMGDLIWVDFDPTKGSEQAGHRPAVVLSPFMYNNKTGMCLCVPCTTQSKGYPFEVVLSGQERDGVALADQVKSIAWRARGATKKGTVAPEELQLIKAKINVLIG
PrPC surface inh: inhibitors of human cell surface prion protein PrPC. P04156. TR-FRET read-out. inhibition, % at 13.8 µM. 0.43% of 370,000 active. AID 720596; in the data active = inhibition above about 24%; note: 0% = median of the test wells and 100% = reference compound wells
BoNT-F LC inh: BoNT F light chain protease inhibition | Multiplex microsphere protease cleavage assay, flow cytometry | inhibition, % at 10 µM | 0.22% of 360,000 active; in the data active = inhibition above about 35%, passing the limit was not always enough; inconclusive = no clear call, values can overlap the other calls; note: plate controls were buffer without enzyme for full effect and enzyme alone for no effect
FadD28 FP inh: inhibitors of Mycobacterium tuberculosis FadD28 bisubstrate binding | FadD28 bisubstrate probe binding, fluorescence polarization | inhibition, % at 12.5 µM | 0.22% of 360,000 active | AID 588549; in the data active = inhibition above about 8.5%, passing the limit was not always enough; inconclusive = no clear call, values can overlap the other calls
Active calls of the source: *; ? = inconclusive; . = no result given; + = active, no number. Not a hit list (roughly 4.8% active in at least one column).

SMILES | GDH-TPI counter | BioA inh | Mtb FBA inh | Rv3671c inh | Mtb UGM inh | MazF activator | PrPC surface inh | BoNT-F LC inh | FadD28 FP inh
CCN1C(=O)c2ccccc2Sc2ccc(C(=O)NCCC(C)C)cc21 | -6 | 1.5 | 2 | -3 | 2.4 | 8 | 6 | ? | -1.6
CC(=O)c1cccc(NC(=O)CSc2nc3ccccc3c(=O)n2CCCN2CCOCC2)c1 | 4 | 3.3 | -2 | -5 | 0.9 | 3 | -14 | 0 | -4.0
CCc1ccccc1NC(=O)CN(C)C(=O)c1cc(C2CC2)nn1-c1ccccc1 | -2 | 0.8 | 3 | 6 | -2.3 | 0 | 6 | ? | -2.5
COCc1nnc(NC(=O)CCN2C(=O)c3ccccc3C2=O)s1 | 10 | 4.8 | 1 | 2 | -3.7 | -5 | -2 | 8 | -1.6
CCOC(=O)C1CCN(Cc2coc3c(Cl)cc(Cl)cc3c2=O)CC1 | -1 | 0.7 | 0 | -5 | 3.7 | -2 | 0 | -4 | 0.8
CN(CC(=O)Nc1cccc(F)c1)CC(=O)Nc1cccc2ccccc12 | 5 | 2.6 | 0 | -1 | 0.6 | 6 | -1 | 3 | -4.5
COc1ccc(Cn2nnnc2C(c2cc3ccc(OC)cc3[nH]c2=O)N2CCCCCC2)cc1 (stereo unspecified) | 34* | -2.6 | 10 | -7 | 1.6 | -6 | -4 | 2 | -1.9
O=C(Oc1ccc(Cl)cc1)c1ccc(COC(=O)c2cnccn2)cc1 | 6 | . | 4 | 1 | -0.4 | 1 | . | 8 | 1.9
CCCCc1ccc(NC(=S)N2CCN(c3ccccn3)CC2)cc1 | 11 | -2.6 | 1 | -3 | 0.3 | 9 | -1 | ? | -0.6
O=C(c1ccccc1)N1CCN(S(=O)(=O)N2CCCCCC2)CC1 | 6 | -4.7 | 5 | -8 | 1.3 | -8 | 0 | -4 | 0.7
CCOC(=O)C1(CCCc2ccccc2)CCN(C(=O)C2CCCN(C(N)=O)C2)CC1 (stereo unspecified) | -1 | 0.0 | 3 | 6 | -0.9 | -4 | 4 | -2 | -2.8
O=C(CC1C(=O)NCCN1Cc1ccc(F)cc1)NCCN1CCCc2ccccc21 (stereo unspecified) | 10 | . | 1 | -2 | 0.1 | 3 | -6 | -15 | 2.0
c1ccc(OCc2nn3c(C4CCCCC4)nnc3s2)cc1 | 8 | 4.8 | 2 | 2 | 0.7 | 1 | 4 | 4 | -2.3
NC(N)=Nc1nc2ccccc2o1 | -5 | -1.5 | 2 | -6 | 0.2 | -6 | 3 | ? | 0.0
COc1ccc(N(Cc2cc3ccccc3[nH]c2=O)S(=O)(=O)c2ccccc2)cc1 | 9 | -1.3 | 1 | 1 | 0.4 | -3 | -9 | 0 | -3.5
Cc1ccc(-n2nc(C)c3c(C)c(CCC(=O)O)c(C)nc32)cc1 | 2 | 1.8 | 68* | 4 | -3.9 | 2 | -4 | 0 | -3.4
Cc1cccc(CSc2nc3c(cc2C#N)CCC3)c1 | -11 | . | -4 | -12 | -2.5 | 9 | -5 | 1 | -2.7
Cc1ccc(NCc2cccnc2)cc1 | 7 | 1.7 | 0 | 6 | 0.9 | 1 | 4 | 0 | -2.4
CCSc1nc(-c2ccc(OC)cc2)cc(-c2ccc(OC)cc2)c1C#N | 25 | -1.1 | -1 | -7 | -0.3 | -14 | 3 | -13 | 0.7
Fc1ccccc1Nc1nc2ccccc2n2nnnc12 | 3 | 0.4 | 1 | 9 | 1.0 | -12 | 1 | -6 | -1.1

In another format: entries from further up
molecule,GDH-TPI counter,BioA inh,Mtb FBA inh,Rv3671c inh,Mtb UGM inh,MazF activator,PrPC surface inh,BoNT-F LC inh,FadD28 FP inh
CN(CC(=O)Nc1cccc(F)c1)CC(=O)Nc1cccc2ccccc12,5,2.6,0,-1,0.6,6,-1,3,-4.5
CCCCc1ccc(NC(=S)N2CCN(c3ccccn3)CC2)cc1,11,-2.6,1,-3,0.3,9,-1,?,-0.6
Cc1ccc(-n2nc(C)c3c(C)c(CCC(=O)O)c(C)nc32)cc1,2,1.8,68*,4,-3.9,2,-4,0,-3.4

Further results:
SMILES | GDH-TPI counter | BioA inh | Mtb FBA inh | Rv3671c inh | Mtb UGM inh | MazF activator | PrPC surface inh | BoNT-F LC inh | FadD28 FP inh
CCOC(=O)c1c(C)nc2c(c1C)/C(=N/O)CC(C)(C)C2 | -9 | -0.2 | -3 | 7 | 1.3 | 2 | 9 | -7 | -3.0
COc1ccc(-c2cc(C(=O)OCC(=O)Nc3ccc4c(c3)OCO4)c3ccccc3n2)cc1 | 7 | -1.0 | 12 | -9 | 2.3 | -3 | -2 | -6 | -2.5
CCOc1ncccc1C(=O)OCc1c(Cl)cccc1Cl | 3 | 0.2 | 1 | -10 | -2.5 | 1 | -2 | -3 | 0.9
N#CC(C#N)=C(N)Nc1cccc(Cl)c1 | -3 | . | 2 | 8 | -0.5 | -5 | -3 | ? | 0.1
O=C(OCC(=O)N1CCN(c2ccccc2)CC1)c1cc(Cl)ccc1[N+](=O)[O-] | -3 | -1.0 | -1 | 2 | 0.0 | 2 | -9 | -7 | -2.2
CC(C)NC(=O)CN(c1cccc(Br)c1)S(C)(=O)=O | 6 | -0.5 | 0 | -6 | -3.6 | 4 | 3 | -7 | 0.2
Cc1ccc(NC(=O)CSC(N)=O)cc1Cl | -8 | . | -1 | -29 | 3.4 | -5 | -1 | -3 | -2.5
CCc1nnc(NS(=O)(=O)c2ccc(N3C(=O)c4ccccc4C3=O)cc2)s1 | -6 | . | 3 | -8 | 3.1 | -2 | 3 | -2 | -1.2
CCCn1nc(C(=O)NCc2ccccn2)c2ccccc2c1=O | -4 | 2.7 | 1 | 1 | 1.2 | 7 | -4 | 13 | -1.7
CCN(CC)S(=O)(=O)c1cc(C(=O)n2cccn2)c(Cl)cc1Cl | 11 | -0.5 | 2 | -6 | 0.5 | -2 | 6 | -6 | -1.6
O=C(N/N=C\c1ccncc1)c1ccccc1O | 17 | . | 1 | -4 | 0.2 | -1 | -11 | -7 | -0.7
Cn1cc(-c2coc3c(C(=O)NCc4cccc(Cl)c4)cccc23)cn1 | -12 | 2.8 | -1 | . | . | . | 4 | 0 | -3.4
O=C(CNC(=O)OCc1ccccc1)Oc1ccc2ccc(=O)oc2c1 | 13 | -0.8 | + | 0 | 0.5 | -3 | 0 | -5 | 0.3
O=C(O)c1ccn(CSc2cc(Cl)ccc2Cl)n1 | -3 | 0.3 | -2 | 4 | -0.7 | 6 | -3 | 4 | -1.1
COc1ccc2c(c1)CCN1C2CCN2C(=O)CCC21 (stereo unspecified) | 0 | . | 4 | 4 | 2.7 | -69 | -3 | -17 | -2.1
COc1ccc(/C=N/NC(=O)Cn2cnc3ccccc3c2=O)cc1 | -3 | 0.2 | 0 | 1 | -1.1 | -3 | 1 | 9 | -2.2
COCCNc1ncnc2c1cnn2Cc1ccc(Cl)cc1 | -6 | 4.1 | 2 | -2 | -1.5 | 5 | -1 | -4 | -2.6
Cc1nc(NC(=O)c2ccc(Cl)cc2)nc2cc3c(cc12)OCO3 | 11 | -1.6 | 0 | -8 | 1.7 | 8 | 2 | -3 | -0.3
O=c1[nH]c(C2CCN(S(=O)(=O)c3ccc4c(c3)OCCO4)CC2)nc2c1nnn2Cc1ccccc1F | -3 | 1.1 | -1 | -5 | 3.4 | 6 | 4 | 3 | -6.2
CCc1noc(C)c1C(=O)NCCc1c[nH]c2ccccc12 | 2 | 0.0 | -2 | 2 | -2.1 | 4 | 1 | . | -1.8

Reprinted at random: 2 compounds from above.
SMILES | GDH-TPI counter | BioA inh | Mtb FBA inh | Rv3671c inh | Mtb UGM inh | MazF activator | PrPC surface inh | BoNT-F LC inh | FadD28 FP inh
CCc1noc(C)c1C(=O)NCCc1c[nH]c2ccccc12 | 2 | 0.0 | -2 | 2 | -2.1 | 4 | 1 | . | -1.8
COc1ccc(-c2cc(C(=O)OCC(=O)Nc3ccc4c(c3)OCO4)c3ccccc3n2)cc1 | 7 | -1.0 | 12 | -9 | 2.3 | -3 | -2 | -6 | -2.5

(cont.)
SMILES | GDH-TPI counter | BioA inh | Mtb FBA inh | Rv3671c inh | Mtb UGM inh | MazF activator | PrPC surface inh | BoNT-F LC inh | FadD28 FP inh
CCOC(=O)/C=C/COc1ccccc1[N+](=O)[O-] | 4 | . | 2 | -5 | 0.1 | 3 | -13 | -5 | -2.1
N#CC1=C(N)OC2=C(C(=O)CCC2)C12CCC1(CC2)OCCO1 | 5 | 0.6 | 6 | 4 | -0.5 | 9 | 3 | 8 | -1.4
O=C1c2ccccc2C(=O)N1N=Cc1ccc2c(c1)OCO2 | 13 | . | 0 | . | . | 7 | -3 | -2 | -1.0
CCCC(=O)Nc1c(-c2cccc(C)c2)c(=O)c2ccccc2n1C | 17 | 0.2 | 6 | 1 | 0.6 | -5 | -6 | 12 | 2.8
Cc1c(N=C2SCC(=O)N2/N=C/c2ccccc2)c(=O)n(-c2ccccc2)n1C | 10 | . | 0 | 2 | 0.0 | -60 | -3 | -26 | -1.1
CN(C)CCOC(C1CCCCC1)C1CCCCC1 | 6 | 1.8 | 1 | -5 | 0.2 | 8 | 6 | -4 | -2.4
Cc1ccc(NC(=O)C2CCCN(c3ncnc4c3nc3n4CCCCC3)C2)cc1Cl (stereo unspecified) | -1 | 6.0 | 1 | -16 | 1.2 | 10 | -8 | -4 | -3.7
CCOC(=O)C1CCCN(C(=O)c2cc3cc4ccc(OC)cc4nc3o2)C1 (stereo unspecified) | 23 | -1.4 | 92* | 8 | 1.7 | 3 | . | -6 | -0.8
COc1ccc(-c2cnc3c(NC=O)cc(-c4ccc(C(=O)N5CCOCC5)cc4)cn23)cc1OC | 13 | -1.2 | 3 | . | . | . | -23 | 1 | -0.5
COC(=O)c1cc(OC)c(OC)cc1NC(=O)Nc1ccccc1OC | -1 | . | 20 | 1 | 2.8 | 8 | -4 | -1 | -2.9
COc1ccc(C2=NNC(=Nc3cc(S(=O)(=O)N(C)C)ccc3C)SC2)c(OC)c1 | 27 | 3.7 | 0 | 1 | -0.2 | -8 | 12 | -1 | -1.4
Cc1cc(C)cc(N(CCC(=O)O)S(=O)(=O)c2ccc(Cl)cc2)c1 | 8 | . | 0 | 9 | 3.8 | -4 | 7 | 3 | -2.5
COc1ccc(/C=N/NC(=O)CCSc2nc3ccccc3s2)cc1 | 3 | . | -2 | -11 | -0.7 | 3 | 2 | -7 | -6.4
CCOC(=O)c1oc2ccccc2c1COC(=O)CNC(=O)c1ccco1 | -2 | . | 0 | 0 | 0.5 | -2 | -9 | -7 | -6.1
O=C(Nc1cccn(Cc2ccccc2Cl)c1=O)NC1CCCCC1 | 3 | . | 12 | 5 | 1.9 | 7 | 25* | -7 | -1.8
O=C(COC(=O)CCSc1ccccc1)NCc1ccccc1 | -4 | 1.2 | -12 | -7 | 2.0 | 7 | -8 | -1 | -3.2
COc1ccccc1/C=N/NC(=O)c1ccc(-c2ccccc2)cc1 | 4 | . | -2 | -56 | -1.2 | 3 | 5 | 1 | 0.7
O=CN1CCCN(C(=O)CC2C(=O)NCCN2Cc2cccc(Oc3ccccc3)c2)CC1 (stereo unspecified) | -4 | -1.2 | -1 | -11 | 0.1 | 20 | 1 | 0 | -4.7
Cc1ccc(S(=O)(=O)/N=C(\c2ccc(Cl)cc2)N2CCOCC2)cc1 | 2 | 0.8 | -1 | -3 | 0.3 | 13 | 1 | 7 | -2.1
Cn1c(CSCc2ccc(Cl)cc2Cl)n[nH]c1=S | 2 | . | 1 | 7 | 2.0 | 5 | -7 | 4 | -1.0
CCOc1ccc(N2C(=O)CC(Sc3nnnn3-c3ccccc3)C2=O)cc1 (stereo unspecified) | -2 | . | -1 | . | . | 5 | 11 | 3 | -1.3
COC(=O)c1sc2ccccc2c1-n1cccc1C(=O)C(=O)Nc1ccc(F)cc1 | 22 | -3.4 | 2 | -10 | 0.8 | 9 | 8 | 9 | -2.3
CC(=O)c1c(C)[nH]c(C(=O)Nc2ccc(S(=O)(=O)N(C)C)cc2)c1C | 2 | -0.3 | 1 | -7 | -1.4 | 10 | -5 | -4 | -7.2
O=C(c1cc(F)c(F)cc1Cl)N1CCCc2ccccc21 | 14 | -1.3 | -1 | -12 | 5.3 | 0 | -7 | ? | -0.1
Cc1ccc[n+](-c2nc3ccccc3nc2[N-]S(=O)(=O)c2ccccc2)c1 | 4 | -0.7 | 4 | -5 | 1.0 | -3 | -12 | -6 | 0.6
CC(=O)c1cccc(NC(=O)N2CCCC(C(=O)c3cc(F)ccc3F)C2)c1 (stereo unspecified) | 7 | . | -2 | 1 | 0.9 | 11 | -2 | 7 | -3.0
